High-throughput results from PubChem BioAssay.
JMJD2A Tudor inh – blocks the human JMJD2A Tudor domain | AID 504339 | AlphaScreen JMJD2A-Tudor / H3K4me3 peptide binding | Potency, µM (titrated, usually from 114 µM), for the others: at the top dose activity change, negative = inhibition, actives largely listed as inhibitors | 4.4% of 390,000 active; also: potency is read from the fitted curve at half-maximal effect; % is scaled to controls: 0 for no effect and ±100 for the full control effect; nearly all actives have a fitted effect of over 50% in size
GLS inhibitor – blocks human kidney-isoform glutaminase activity; O94925; GLS enzymatic activity, qHTS titration; Potency, µM (highest dose often 45.5 µM), for the others: top-dose activity change, negative = inhibition, most hits filed as inhibitors; 0.21% of 410,000 active; also: potency is read from the fitted curve at half-maximal effect; % is scaled to controls: 0 for no effect and ±100 for the full control effect
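Assay buffer: 45 mM KH2PO4 pH 8.2, 0.02% Tween-20. hKGA acts on L-glutamine (1 mM solution added); product glutamate is reported by an oxidase/peroxidase Amplex Red coupling, with fluorescence taken at baseline and 30 min.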
BAZ2B inh – blocks human BAZ2B. Q9UIF8. AlphaScreen BAZ2B-H3K14Ac peptide displacement. Potency, µM (doses to about 114 µM), for inactives: at the highest dose activity change, negative = inhibition, most hits filed as inhibitors. 4.4% of 360,000 active; also: potency is read from the fitted curve at half-maximal effect; % is scaled to controls: 0 for no effect and ±100 for the full control effect; nearly all actives have a fitted effect of over 60% in size
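AlphaScreen luminescence quantifies BAZ2B engagement of H3K14Ac peptide; the protein and biotinylated peptide are both at 50 nM final, buffer PBS pH 7.4 with 0.01% Tween-20, all steps at room temperature.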
HP1b binding inh – inhibitors of HP1-beta chromodomain binding to methylated histone tails; 0.56% of 390,000 active; Potency, µM (highest dose often 114 µM), for inactives: at the top dose activity change, negative = inhibition, hits mostly inhibitors; AlphaScreen HP1-beta / biotin-H3K9me3 peptide binding; AID 540317; P83916; also: potency is read from the fitted curve at half-maximal effect; nearly all actives have a fitted effect of over 70% in size; inactives centre near 23
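HP1-beta protein (50 nM final) preincubated 30 min at room temperature with biotinylated H3(1-18)K9me3 peptide (50 nM) in PBS pH 7.4, 0.01% Tween-20, then compound added for 30 min. AlphaScreen streptavidin donor/nickel chelate acceptor beads (10 ug/mL final), 30 min dark, luminescence read.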
PI4K2A block – PI4K2A (human) kinase inhibition. Q9BTU6. purified PI4K2A, ADP-Glo luminescence, 1 h; hits give low values. activity change, negative = inhibition, % at 76.9 µM. 0.13% of 420,000 active; in the data active = activity change below about -50%; inconclusive = mostly about -30% to -49%;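 also: -100% = wells without enzyme as full effect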
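ADP-Glo luminescence measured ADP generated by PI4K2A enzyme (4 ug/mL before mixing) with 1.2 mM PI substrate (pre-mix) and 300 microM ATP (pre-mix). Tris pH7.5 buffer with MgCl2, Triton X-100; 1 h reaction at ambient temperature.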
Pin1 inh – blocks the human prolyl isomerase Pin1; Pin1 FP peptide displacement, HiFluor488, 10 min; Potency, µM (top dose mostly 115 µM), for inactives: at the highest dose activity, negative = inhibition, hits mostly inhibitors; 0.009% of 390,000 active; active = well fitted inhibition curve with a large enough effect in the polarisation, with a control signal flat, not every such curve was filed as active; inconclusive = small, poorly fitted or top-dose-only effect, or effect the other way, or a change in a side signal; inactive = no such curve, though single readings can be large or run the other way; the % refers to the polarisation; also: potency is read from the fitted curve at half-maximal effect; % is scaled to controls: 0 for no effect and ±100 for the full control effect
G9a block – blocks human histone lysine methyltransferase G9a; 8.8% of 350,000 active; Q96KQ7; G9a H3K9 monomethylation, AlphaScreen, 2 h; Potency, µM (top dose mostly 102 µM), inactives show at the top dose activity, negative = inhibition, actives largely listed as inhibitors; AID 504332; also: potency is read from the fitted curve at half-maximal effect; % is scaled to controls: 0 for no effect and ±100 for the full control effect; nearly all actives have a fitted effect of over 75% in size
Target sequence (Q96KQ7 913-1193 limits assumed): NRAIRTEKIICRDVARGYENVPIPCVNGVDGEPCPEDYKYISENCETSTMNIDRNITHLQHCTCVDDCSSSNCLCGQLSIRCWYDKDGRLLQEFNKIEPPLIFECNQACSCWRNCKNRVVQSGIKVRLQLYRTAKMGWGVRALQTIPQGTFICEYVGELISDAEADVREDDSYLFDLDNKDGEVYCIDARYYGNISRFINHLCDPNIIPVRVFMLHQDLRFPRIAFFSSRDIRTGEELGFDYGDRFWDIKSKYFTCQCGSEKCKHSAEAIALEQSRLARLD
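Step 1: enzyme (final 20 nM) with compound, 15 min RT. Step 2: substrate peptide 500 nM and SAM 20 uM, 2 h RT. Step 3: anti-H3K9me1 antibody and AlphaScreen beads, 10 min, then plate read.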
PGK inhibitor – blocks T. brucei phosphoglycerate kinase; Potency, µM (titrated, usually from 57.5 µM), inactives show at the highest dose activity change, negative = inhibition, hits mostly inhibitors; 0.043% of 380,000 active; P07378; PGK/GAPDH coupled, Kinase-Glo luminescence, 60 min; also: potency is read from the fitted curve at half-maximal effect; % is scaled to controls: 0 for no effect and ±100 for the full control effect; nearly all actives have a fitted effect of over 60% in size
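Luminescent ATP detection (Kinase-Glo Plus) follows a 60-minute room-temperature incubation, with wells lacking PGK as controls. Buffer: 100 mM TEA (pH 7.6), 5 mM MgCl2, 0.01% Tween-20. Coupling enzyme GAPDH (100 nM final) supplies unstable 1,3-BPG in-well.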
Pol eta inh – inhibitors of human DNA polymerase eta; Q9Y253; recombinant Pol eta, fluorescent DNA replication assay; Potency, µM (series often up to 114 µM), for the others: at the top dose activity change, negative = inhibition, most hits filed as inhibitors; 1.2% of 390,000 active; AID 588591; also: potency is read from the fitted curve at half-maximal effect; % is scaled to controls: 0 for no effect and ±100 for the full control effect
Target sequence (Q9Y253 whole entry, looked up): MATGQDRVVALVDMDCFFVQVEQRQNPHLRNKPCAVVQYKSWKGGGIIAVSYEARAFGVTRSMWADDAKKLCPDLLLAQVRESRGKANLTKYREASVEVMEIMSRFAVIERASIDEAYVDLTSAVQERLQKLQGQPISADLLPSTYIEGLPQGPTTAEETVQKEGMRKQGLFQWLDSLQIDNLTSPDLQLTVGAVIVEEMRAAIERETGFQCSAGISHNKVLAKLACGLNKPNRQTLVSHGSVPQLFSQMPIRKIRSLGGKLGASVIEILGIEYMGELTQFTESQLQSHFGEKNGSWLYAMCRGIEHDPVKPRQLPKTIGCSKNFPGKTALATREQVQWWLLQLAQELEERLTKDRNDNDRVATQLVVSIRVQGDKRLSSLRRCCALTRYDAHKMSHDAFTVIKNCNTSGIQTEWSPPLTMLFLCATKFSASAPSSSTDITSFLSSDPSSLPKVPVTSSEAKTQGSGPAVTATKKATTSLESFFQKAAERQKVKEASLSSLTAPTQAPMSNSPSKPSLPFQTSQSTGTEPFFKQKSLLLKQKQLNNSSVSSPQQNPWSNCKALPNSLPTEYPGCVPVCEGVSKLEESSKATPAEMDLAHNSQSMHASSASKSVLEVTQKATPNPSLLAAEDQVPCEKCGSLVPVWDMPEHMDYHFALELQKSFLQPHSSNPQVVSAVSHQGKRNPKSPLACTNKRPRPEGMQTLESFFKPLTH
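Fluorescent replication assay: 50 nM final substrate added after a 15 min room-temperature compound preincubation with 10 nM enzyme. Signal taken at 0 min and again at 10 min.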
* hit, by the source's call; i = inactive; ? = inconclusive; / = not tested or not shown; & = joins results of further samples; [ ] = another dose, or the depositor's remark. Unless noted, calls follow the shape of the dose curve; as a rule, active = well fitted curve in the direction sought with a large enough effect; inconclusive = small, poorly fitted or top-dose-only effect, or another doubt; inactive = no such curve, though single readings can be large; an effect the other way counts as inactive or inconclusive. These rows are one share of the data; count on the stated rates, not on these rows.

JMJD2A Tudor inh	GLS inhibitor	BAZ2B inh	HP1b binding inh	PI4K2A block	Pin1 inh	G9a block	PGK inhibitor	Pol eta inh	Compound
-4%	0%	-2%	34%	-2	-9%	?	0%	?	O=C(Oc1ccccc1Cl)C1CCN(C(=O)c2ccc(F)cc2)CC1
20µM*	-1%	56µM*	?	-16	2%	7.9µM*	3%	-5%	C/C=C/c1ccc(OCC(O)CNCCc2ccc(OC)cc2)c(OC)c1 (stereo not given)
-17%	-6%	?	45%[activator]	3	-8%	-23%[59 µM]	/	/	O=C(NCCCc1nc2ccccc2n1Cc1ccc(Cl)cc1)c1ccco1
?	5%	?	-4%	0	-5%	?	-5%	-21%	N#CC1=C(N)NC(SCc2ccc(Br)cc2)=C(C#N)C12CCCCC2
108%[activator]	4%	66%[activator]	145%[activator]	-1	1%	149%[activator]	1%	-8%	CCn1nc(NC(=O)c2cccs2)c2cc3ccccc3nc21
-10%	4%	-23%	5%	0	1%	22µM*	-2%	-2%	O=C(CSc1nc2ccccc2s1)NC1CCCC1
-16%[57.1 µM]	-12%	-17%	35%	-1	-5%	/	i	-7%	Cc1ccc2c(O)c(C)c(=O)[nH]c2n1
-3%	31%	-1%	53%[activator]	-6	-2%	0%[59 µM]	-1%	-10%	CC(=O)Nc1ccc(S(=O)(=O)NNC(=O)c2cccc3ccccc23)cc1
-3%	1%	0%	21%	6	0%	26%[59 µM]	-3%	-9%	Cc1ccc(C(=O)N2CCCC2)cc1S(=O)(=O)N1CCCCC1
-19%	-4%	0%	22%	5	-11%	/	1%	-7%	CN1CCN(C2CC(=O)N(CCc3ccccc3)C2=O)CC1 (stereo not given)
-5%	1%	5%	35%[57 µM]	-90*	-2%	?	11µM*	-17%	COc1ccc(C(=O)O/N=C(\N)c2ccccn2)cc1
4%	-13%	1%	23%	-1	-1%	2%	-2%	-15%	COc1cccc(C(=O)Nc2cnn(C(C)C)c2)c1
-15%	9%	-21%	17%	1	-5%	/	i	-11%	COc1ccc(/C=N/Nc2nonc2N)cc1
-7%	-1%	-23%	13%[57 µM]	5	-1%	/	i	-22%	COc1cc(C(=O)Nc2c(C(=O)N3CCOCC3)oc3ccccc23)cc(OC)c1OC
-30%	-12%	6%[57.1 µM]	17%	-1	2%	-27%[59 µM]	5%	-12%	Cc1cc(C)cc(N2C(=O)CSC23C(=O)N(CC(=O)NC2CCCCC2)c2ccccc23)c1 (stereo not given)
9%	-3%	0%	46%	2	9%	-2%	2%	-21%	O=C(O)CC(NC(=O)C12CC3CC(CC(C3)C1)C2)c1ccc(Cl)cc1 (stereo not given)
-22%&-19%	4%	-35%	5%	0	-8%&1%	-7%	-1%	-3%	Cc1cc(-c2nnc3n2CCCCC3)c(C)n1-c1ccccc1
-6%	-13%	-3%	61%[activator]	2	0%	-30%	3%	-23%	CCOC(=O)N/N=C(/C)c1ccc(N2C(=O)C3CCCCC3C2=O)cc1 (stereo not given)
-4%[11.4 µM]	-5%	-23%	35%	3	3%	-27%	8%	?	COc1ccc2c(c1)CCC(C)N2C(=O)C(=O)c1c[nH]c2ccccc12 (stereo not given)
?	-6%	-3%	33%	-13	22%	?	-3%	-18%	O=C(COC(=O)/C=C/c1ccc(C(F)(F)F)cc1)Nc1ccc2[nH]c(=O)[nH]c2c1
4%	-4%	4%	56%[activator]	3	-1%	22%	2%	-8%	O=C(c1ccncc1)N1CCN(S(=O)(=O)c2ccc3ccccc3c2)CC1
-7%	3%	1%	21%	2	0%	-6%[2.33 µM]	-5%	-4%	COc1cc2cc[n+](Cc3ccc([N+](=O)[O-])cc3)cc2cc1OC
-15%	-5%	/	45%[activator]	3	23%	/	-10%	-7%	COC(=O)[C@]1(Cc2ccccc2)N[C@H](CN(C)S(=O)(=O)c2ccc(OC(F)(F)F)cc2)[C@@H]2C(=O)N(Cc3ccccc3)C(=O)[C@@H]21
-21%	9%	3%	29%	-3	-2%	4%[2.33 µM]	-6%	-12%	COc1cc([C@@H]2CC=C(C(=O)O)[C@H](c3ccc(Cl)cc3)N2S(=O)(=O)c2ccc(C)cc2)cc(OC)c1OC
-10%	3%	-5%	22%	-5	-10%	?	-2%	10%	O=C(NCc1ccco1)c1ccccc1-c1nc(-c2ccc(F)cc2)no1
-6%	2%	4%	34%	6	10%	15%[59 µM]	8%	-6%	O=C(NC1CCS(=O)(=O)C1)/C(=C\c1ccccc1)NC(=O)c1ccccc1 (stereo not given)
-1%	-2%	0%	41%[activator]	-3	4%	-11%	6%	-16%	O=C(NCc1ccc(Cl)cc1)C(=O)NCC1OCCN1S(=O)(=O)c1cccs1 (stereo not given)
33%	-13%	1%	97%[activator]	5	3%	25%	1%	1%	Cc1cc(C)cc(OCC(=O)Nc2ccccc2N2CCCCC2)c1
-4%	-5%	-22%	13%	-12	2%	?	-2%	-11%	O=C(CSc1ccc2c(c1)OCCO2)Nc1ccc(N2CCOCC2)cc1
-16%	0%	4%	24%	4	-7%	13%	-5%	-16%	O=C(Nc1cccnc1)c1ccc([N+](=O)[O-])o1
3%	-1%	1%	44%	4	-1%	45%[59 µM]	-6%	-11%	O=C(Cc1cccc(C(F)(F)F)c1)NCc1ccc(Cl)cc1Cl
1%	6%	0%	41%	9	-3%	-1%[59 µM]	-1%	-17%	O=C(NCC1CCCO1)c1ccc(NC(=O)C2CC=CCC2C(=O)O)cc1 (stereo not given)
-8%	-8%&8%	6%	47%[activator]	-9&-3&-7	-5%	24µM*	i	-9%	CCN1CCc2nc(N)oc2CC1
13µM*	-6%	-24%	12%	0	5%	?	-9%	11%	Fc1ccccc1/C=N/n1cc(-c2ccccc2)[nH]c1=S
79µM*	-2%	-27%	?	3	-11%	-8%	-11%	-3%	O=C(NCCCn1ccnc1)C(=O)Nc1ccccc1
?	5%	-31%	0%	2	29%	-37%[59 µM]	-8%	-8%	Clc1ccc(C2[C@H]3CN(CC4CCCCC4)[C@H](c4ccccc4)C34CC2(c2cccnc2)C4)cn1 (stereo not given in full)
-25%	5%	-3%	-1%	-6	-13%	89µM*	-1%	22µM*	COCCCN1C(=O)C2C(C(=O)Nc3cc(C)cc(C)c3)C3C=CC2(O3)C1C(=O)NC1CCCCC1 (stereo not given)
50µM*	-2%	25µM*	?	4	2%	35µM*	6%	-11%	COc1ccc(CNc2ccc(Cl)cc2)cc1Cn1ccnc1
-7%	3%	11%	39%	-1	-8%	-4%	11%	-2%	O=C(NCc1ccccc1)C1CCC(CNS(=O)(=O)c2cccs2)CC1 (stereo not given)
-24%	0%	/	29%	2	1%	/	-2%	-4%	O=C(NN=Cc1ccccc1C(=O)O)c1cccc(S(=O)(=O)Nc2cccc(C(F)(F)F)c2)c1
-1%	5%	?	16%	2	-1%	-49%[59 µM]	9%	-21%	CC(=O)Nc1ccc(NC(=O)C(C)OC(=O)c2oc3ccccc3c2C)cc1 (stereo not given)
-1%	0%	5%	10%	4	23%	3%[59 µM]	-3%	-15%	Cc1ccc(C)c(C(=O)CSc2nc3cc(C(=O)NC4CCCC4)ccc3c(=O)n2CC2CCCO2)c1 (stereo not given)
-21%	5%	-8%	29%	-1	2%	/	-7%	-4%	O=C(Cc1ccc(F)cc1)N1CCC(CC2CC(c3cccc(Br)c3)=NO2)(C(=O)NCC2CCCCC2)CC1 (stereo not given)
-22%	8%	0%	16%	1	?	?	i	-11%	CN1CCN(C2=C(Cl)C(=O)N(CCc3ccccc3)C2=O)CC1
-17%	-5%	8%	36%[activator]	3	18%	3%[2.33 µM]	i	?	CC(C)C[C@@H](CO)N(Cc1ccccc1)S(=O)(=O)N(Cc1ccccc1)[C@@H](CO)CC(C)C
/	3%	/	/	0	/	/	-7%	-15%	CC(=O)Nc1ccc(S(=O)(=O)NC(C)C(=O)OCC(=O)Nc2ccc(F)cc2Cl)cc1 (stereo not given)
/	14%	/	/	-3	/	/	0%	-6%	COC(=O)C[C@H]1C[C@H]2c3cc(NS(=O)(=O)c4ccc(OC)cc4)ccc3O[C@H]2[C@H](CO)O1
21%	/	10%	33%[activator]	-1	-5%	?	-1%	-10%	COC(=O)Cc1ccc(NC(=O)c2ccc(C)c(C)c2)cc1
-35%	-7%	-39%	11%	-1	35%[activator]	17%[2.33 µM]	-6%	-15%	CCN1CCc2nc(NC(=O)CC(c3ccccc3)c3ccccc3)sc2C1
4%	-1%	2%	37%	2	-2%	-9%[0.501 µM]	2%	-12%	OCC1CCCN(C2CCN(Cc3nc(Cc4cccc(C(F)(F)F)c4)no3)CC2)C1 (stereo not given)
-20%	5%	-8%	25%	-3	15%	-13%[59 µM]	5%	?	O=C(COC(=O)c1n[nH]c2ccccc12)NC(=O)NC12CC3CC(CC(C3)C1)C2

Three successive compounds from above, quoted:
JMJD2A Tudor inh	GLS inhibitor	BAZ2B inh	HP1b binding inh	PI4K2A block	Pin1 inh	G9a block	PGK inhibitor	Pol eta inh	Compound
50µM*	-2%	25µM*	?	4	2%	35µM*	6%	-11%	COc1ccc(CNc2ccc(Cl)cc2)cc1Cn1ccnc1
-7%	3%	11%	39%	-1	-8%	-4%	11%	-2%	O=C(NCc1ccccc1)C1CCC(CNS(=O)(=O)c2cccs2)CC1 (stereo not given)
-24%	0%	/	29%	2	1%	/	-2%	-4%	O=C(NN=Cc1ccccc1C(=O)O)c1cccc(S(=O)(=O)Nc2cccc(C(F)(F)F)c2)c1
